CHRM1 agonist – human M1 muscarinic receptor agonists, primary screen, Fluo-8 calcium fluorescence, CHO-K1 cells, HTS; Muscarinic acetylcholine receptor M1 (Homo sapiens), P11229; CHO-K1 hM1, agonist mode; 0% DMSO, 100% acetylcholine EC100; activation, % at 3 µM; 0.33% of 360,000 active;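 active means activation above the run's mean compound activation plus 3 SD, cut at about 16% in these data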;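 further: peak over basal fluorescence ratio within a 140 s kinetic read after compound addition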
Target sequence (P11229 whole entry, looked up): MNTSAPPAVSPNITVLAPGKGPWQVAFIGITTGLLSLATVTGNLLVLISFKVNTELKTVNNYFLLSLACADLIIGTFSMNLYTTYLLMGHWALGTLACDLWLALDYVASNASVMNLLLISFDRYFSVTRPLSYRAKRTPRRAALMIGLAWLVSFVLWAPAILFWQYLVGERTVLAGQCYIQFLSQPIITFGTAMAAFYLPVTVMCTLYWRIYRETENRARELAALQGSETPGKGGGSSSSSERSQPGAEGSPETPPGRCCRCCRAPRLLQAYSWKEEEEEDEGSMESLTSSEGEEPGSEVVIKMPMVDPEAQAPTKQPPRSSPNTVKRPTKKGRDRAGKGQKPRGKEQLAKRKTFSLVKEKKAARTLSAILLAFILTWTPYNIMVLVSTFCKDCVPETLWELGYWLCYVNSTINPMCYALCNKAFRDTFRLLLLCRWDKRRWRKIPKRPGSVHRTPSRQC
OXTR potentiate – human OXTR potentiators, primary screen, fluorescence, CHO-OTR cells, Fluo-8 calcium. AID 2445, 2010. Oxytocin receptor (Homo sapiens), P30559. 0.061% of 320,000 active. activation, % at 3 µM. Fluo-8 calcium fluorescence, potentiator mode; 0% = oxytocin EC15, 100% = EC100;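 active means activation above that plate's cutoff, the mean activation of tested compounds plus 3 SD, cut at about 6.6% in these data, passing the limit was not always enough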;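 further: 100% uses oxytocin at 75 nM as the full agonist control; some results filed as inactive read as strong as hits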
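Replication – single well per compound, singlicate · Assay system – CHO cell line stably expressing human OTR · Timing – 6 min pre-incubation, 100 s read · Measure – normalized max/min fluorescence ratio, % activation · Doses – 3.0 µM, one dose · Detection – Fluo-8 calcium dye fluorescence · Probe or stimulus – oxytocin near EC15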
CHRM1 PAM – human M1 muscarinic receptor positive allosteric modulators, primary screen, CHO-K1 cells, Fluo-8 calcium fluorescence, 1536-well | Muscarinic acetylcholine receptor M1 (Homo sapiens), P11229 | CHO-K1 hM1, ACh EC20; 0% = ACh EC20, 100% = maximal ACh | activation, % at 3 µM | 0.088% of 360,000 active | AID 588819, 2011; in the data active means activation above about 19%, passing the limit was not always enough
TAAR1 antag – human TAAR1 antagonists, primary screen, Fluo-8 calcium fluorescence, CHO RD-HGA16 cells; Trace amine-associated receptor 1 (Homo sapiens), Q96RJ0; antagonist; inhibition, % at 3 µM; 1.5% of 360,000 active; AID 624466, 2012;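 active means inhibition above a per-plate cutoff, the mean inhibition of test compounds on that plate plus 3 SD, cut at about 49% in these data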;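 further: 0% = DMSO plus EC80 beta-PEA response and 100% = DMSO alone without agonist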
Target sequence (Q96RJ0 whole entry, looked up): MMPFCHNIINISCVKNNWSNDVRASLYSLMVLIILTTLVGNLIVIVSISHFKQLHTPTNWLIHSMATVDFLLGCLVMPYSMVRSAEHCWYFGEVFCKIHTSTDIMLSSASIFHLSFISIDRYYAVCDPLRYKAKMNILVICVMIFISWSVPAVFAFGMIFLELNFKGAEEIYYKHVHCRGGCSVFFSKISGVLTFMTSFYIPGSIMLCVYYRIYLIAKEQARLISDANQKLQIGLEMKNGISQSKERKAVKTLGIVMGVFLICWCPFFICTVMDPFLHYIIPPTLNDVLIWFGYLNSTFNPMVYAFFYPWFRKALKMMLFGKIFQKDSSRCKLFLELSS
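Material: RD-HGA16 CHO cells with stable hTAAR1 and Gα16; Dosing: single nominal final test compound concentration of 3 µM; Schedule: seeding 17-24 h prior, 75-min 37 °C, 30-min RT dye loading; Detection: kinetic Fluo-8 calcium fluorescence measurement; Measure: % inhibition from peak post-agonist over basal fluorescence ratio; Benchmarks: vehicle and agonist controls.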
V1aR counter – agonists of human V1a receptor, primary screen, counter-screen for OXTR agonist project, fluorescence, CHO-V1R cells. Vasopressin V1a receptor (Homo sapiens), P37288. Fluo-8 calcium fluorescence, agonist mode; 0% DMSO, 100% 3 nM vasopressin. activation, % at 3 µM. 0.25% of 320,000 active;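 active means activation above the mean activation of all tested compounds plus 3 SD, per screening run, cut at about 20% in these data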;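 further: signal is peak over basal fluorescence ratio across a 100 second FLIPR read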
TAAR1 agonist – human TAAR1 agonists, primary screen, Fluo-8 calcium fluorescence, CHO RD-HGA16 cells; Trace amine-associated receptor 1 (Homo sapiens), Q96RJ0; vehicle wells 0%, saturating PEA agonist 100%; activation, % at 3 µM; 0.99% of 360,000 active; AID 624467, 2012;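 active means activation above the mean activation of all test compounds in the run plus 3 SD, cut at about 38% in these data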
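Signal – calcium-sensitive Fluo-8 signal, excitation 470-495, emission 515-575 nm · System – RD-HGA16 (CHO) cells co-expressing Gα16 and hTAAR1 · Incubation – 17-24 h seeding, 75 min 37 °C dye, 30 min RT · Compound dosing – 3 µM single concentration · Repeats – no replicates (n 1)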
OXTR agonist – human OXTR agonists, primary screen, fluorescence, CHO-OTR cells, Fluo-8 calcium; Oxytocin receptor (Homo sapiens), P30559; Fluo-8 calcium fluorescence; normalized: DMSO 0%, oxytocin 100%; activation, % at 3 µM; 0.32% of 320,000 active;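 active means activation above the mean of all tested compounds plus 3 SD, cutoff set per screening run, cut at about 20% in these data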;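 further: peak over basal fluorescence ratio from a 100 s FLIPR kinetic read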
CHRM1 antagonist – human M1 muscarinic receptor antagonists, primary screen, CHO-K1 cells, Fluo-8 calcium fluorescence, 1536-well | Muscarinic acetylcholine receptor M1 (Homo sapiens), P11229 | CHO-K1 hM1, ACh EC80 antagonist | inhibition, % at 3 µM | 1.3% of 360,000 active;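 active means percent inhibition above its own plate's cutoff, namely the mean of that plate's compound wells plus 3 SD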;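 further: peak over basal fluorescence ratio during 140 s after agonist addition; 0% = ACh EC80 plus DMSO and 100% = DMSO alone without agonist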
CHO parental Ca – ATP-evoked calcium signal inhibitors, parental CHO, primary screen, counter-screen for OX1R antagonist project, cell-based, fluorescence, Fluo-8 calcium dye; parental CHO-K1, ATP-induced calcium, Fluo-8 fluorescence; inhibition, % at 5.6 µM; 0.63% of 330,000 active; AID 463079, 2010;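 active means inhibition above that plate's mean sample inhibition plus 3 SD, cut at about 26% in these data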;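 further: 0% = ATP-challenged DMSO wells and 100% = DMSO wells without ATP; some compounds past the cut are filed as inactive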
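test system = CHO parental line | reagent = ATP stimulus | measured by = intracellular calcium via Fluo-8 no-wash fluorescent dye | control set = ATP and no-ATP DMSO wells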
Numbers without * were called inactive; x = not tested or not shown. Compounds were not picked by outcome, and some 3.7% of all compounds hit somewhere here.

canonical_smiles	CHRM1 agonist	OXTR potentiate	CHRM1 PAM	TAAR1 antag	V1aR counter	TAAR1 agonist	OXTR agonist	CHRM1 antagonist	CHO parental Ca
Cc1ccc(C(C)C)c(OCC(=O)OCC(=O)c2c(N)n(C)c(=O)n(C)c2=O)c1	3	-8	17	-6	6.4	20	4.0	-11	-17
CC1CN(C)C(C)C/C1=N\Oc1ccc([N+](=O)[O-])cc1 (stereo not drawn)	-12	-10	1	2	1.4	13	-0.4	1	-1
Fc1ccc(Nc2nc3ccccc3s2)cc1	-4	-7	1	20	0.3	2	-2.3	1	-4
COc1ccc2oc(C(=O)OCC(=O)NC3CC3)c(C)c2c1	-2	2	7	-9	3.1	0	-0.1	-7	-7
O=C(Nc1ncccn1)c1ccc([N+](=O)[O-])cc1Cl	-1	-4	5	-7	1.5	3	-0.4	-15	6
COc1ccc(CCNC(=O)C2CCCN2C(=O)Nc2ccc(Cl)cc2)cc1OC (stereo not drawn)	-4	0	5	-15	0.1	4	-0.2	-6	-25
CCC(C)NCCOc1ccccc1C (stereo not drawn)	-4	-5	10	-15	0.6	1	-0.3	-10	-11
CC(=O)c1cccc(NC(=S)NC(=O)c2ccccc2Br)c1	-5	-6	14	-14	1.0	11	-1.5	-18	-23
O=C(NC(=S)N(CCCCO)C1CCCCC1)c1sc2ccccc2c1Cl	-4	-8	8	5	-1.2	6	-1.7	-8	-28
CCn1c(/N=C/c2ccccc2NS(=O)(=O)c2ccc(C)cc2)nc2ccccc21	-9	-2	1	x	1.3	x	-1.0	9	9
CCc1ccc(C2=NN(C(=O)OC)C(O)(C(F)(F)F)C2)cc1 (stereo not drawn)	-9	-2	7	9	0.0	0	-1.6	-8	-17
CCn1c(SCC(=O)N2CCN(S(=O)(=O)c3ccccc3)CC2)nnc1-c1cccs1	-4	-7	0	-9	2.4	4	1.0	-4	-18
CCOC(=O)C1=C(COC(=O)CC(C)c2ccccc2)NC(=O)NC1C (stereo not drawn)	-1	8	0	14	0.2	0	-1.6	0	-10
Cc1cn(CC(=O)NCC2CCCO2)c(=O)[nH]c1=O (stereo not drawn)	-1	x	4	-6	x	0	x	0	x
CCOC(=O)c1csc(NC(=O)c2cc3ccccc3o2)n1	-2	7	9	5	-0.3	7	-1.1	-19	-11
O=C(Cn1c(=O)[nH]c2ccccc2c1=O)Nc1ccc2c(c1)OCCO2	-1	-8	10	-9	-1.1	0	-1.1	-11	-13
Cc1ccccc1NC(=O)c1ccc2c(c1)N(C)CCS2	-8	0	6	1	-2.0	0	-2.5	-11	-5
Cc1ccc(C(=O)NC(=O)OCCn2c(C)cnc2[N+](=O)[O-])cc1	3	5	8	-26	0.7	0	1.3	0	-2
CS(=O)(=O)NCc1ccc(C(=O)O)cc1	-4	0	-10	-2	1.1	1	0.5	10	-10
Cc1cc(NC(=O)CCC(=O)N(CC(=O)NC2CCCC2)c2ccc(C(C)C)cc2)no1	-5	-3	9	-3	0.2	-4	-0.8	-4	-17

Ordered by number of heavy atoms (low to high): part of the list above
canonical_smiles	CHRM1 agonist	OXTR potentiate	CHRM1 PAM	TAAR1 antag	V1aR counter	TAAR1 agonist	OXTR agonist	CHRM1 antagonist	CHO parental Ca
CS(=O)(=O)NCc1ccc(C(=O)O)cc1	-4	0	-10	-2	1.1	1	0.5	10	-10
Cc1cn(CC(=O)NCC2CCCO2)c(=O)[nH]c1=O (stereo not drawn)	-1	x	4	-6	x	0	x	0	x
CC1CN(C)C(C)C/C1=N\Oc1ccc([N+](=O)[O-])cc1 (stereo not drawn)	-12	-10	1	2	1.4	13	-0.4	1	-1
Cc1ccccc1NC(=O)c1ccc2c(c1)N(C)CCS2	-8	0	6	1	-2.0	0	-2.5	-11	-5
CC(=O)c1cccc(NC(=S)NC(=O)c2ccccc2Br)c1	-5	-6	14	-14	1.0	11	-1.5	-18	-23
O=C(Cn1c(=O)[nH]c2ccccc2c1=O)Nc1ccc2c(c1)OCCO2	-1	-8	10	-9	-1.1	0	-1.1	-11	-13
Cc1ccc(C(C)C)c(OCC(=O)OCC(=O)c2c(N)n(C)c(=O)n(C)c2=O)c1	3	-8	17	-6	6.4	20	4.0	-11	-17
CCn1c(/N=C/c2ccccc2NS(=O)(=O)c2ccc(C)cc2)nc2ccccc21	-9	-2	1	x	1.3	x	-1.0	9	9
CCn1c(SCC(=O)N2CCN(S(=O)(=O)c3ccccc3)CC2)nnc1-c1cccs1	-4	-7	0	-9	2.4	4	1.0	-4	-18
Cc1cc(NC(=O)CCC(=O)N(CC(=O)NC2CCCC2)c2ccc(C(C)C)cc2)no1	-5	-3	9	-3	0.2	-4	-0.8	-4	-17

The list goes on.
canonical_smiles	CHRM1 agonist	OXTR potentiate	CHRM1 PAM	TAAR1 antag	V1aR counter	TAAR1 agonist	OXTR agonist	CHRM1 antagonist	CHO parental Ca
COc1ccc(OC)c(NC(=S)N2CCN(c3ccccn3)CC2)c1	-3	-11	10	-3	-0.3	12	-0.5	-14	-12
CC(=O)Nc1ccc(-c2nc3cc(Cl)ccc3o2)cc1	1	-11	1	8	1.1	3	1.3	-5	3
COc1ccc(CNC(=O)COC(=O)c2cnccn2)cc1	-3	-4	10	8	0.2	2	-0.2	-1	-7
COC(=O)c1sc(NC(=O)C2CCCO2)c(C(=O)OC)c1C (stereo not drawn)	-2	-4	-1	10	0.8	8	1.3	4	2
CC(C)(C)NC(=O)C(c1ccsc1)N(CCc1ccccc1)C(=O)Cn1nnc2ccccc21 (stereo not drawn)	-2	-3	1	-11	0.2	15	-0.2	1	-7
CN(C)c1ccc(-c2csc(C(C)(O)c3ccccc3)n2)cc1 (stereo not drawn)	-4	x	-13	11	x	2	x	10	x
CCOC(=O)C1=C(C)NC(C)=C(C(=O)OCC)C1C(=O)OCC(=O)N1CCOCC1	-1	0	12	-17	0.2	0	0.7	-22	-6
CC(NC(=O)C1CCCN1C(=O)OCc1ccccc1)c1ccccc1 (stereo not drawn)	-10	-9	-1	5	-0.6	-1	-1.1	3	-13
CS(=O)(=O)N(CC(O)Cn1c2ccccc2c2ccccc21)c1ccccc1 (stereo not drawn)	-1	-12	6	39	1.6	16	6.8	10	13
CC(C)(C=O)C1=CC(=O)c2ccccc2C1=O	-2	-1	0	4	3.3	11	6.9	14	11
CC(=O)N1c2ccc(S(=O)(=O)N3CCC(C(=O)NCc4ccc(F)cc4)CC3)cc2CC1C (stereo not drawn)	-2	-4	1	-6	4.5	2	2.5	-3	-15
COc1cccc(/C=N/NC(=O)CN(C)S(=O)(=O)c2ccccc2)c1OC	0	-6	-9	0	1.8	3	1.7	24	-6
Cc1ccc(C(C)C)c(OCC(=O)N2CCN(c3ncccn3)CC2)c1	-4	-1	-3	-10	-0.1	2	-1.4	2	-11
Cc1ccc(C2=CC(=O)C[C@H](c3ccc4c(c3)OCO4)C2)cc1	-3	-7	0	35	1.0	7	-1.1	1	-20
CC(c1ccccc1)n1c(N2CCN(C)CC2)nc2c1c(=O)[nH]c(=O)n2C (stereo not drawn)	-6	-15	5	-20	-0.5	1	1.8	-11	-5
O=C(CCC(=O)c1ccc(F)cc1)NCC1(N2CCCCC2)CCCCC1	-9	-6	8	-6	-0.9	-2	-1.9	4	-19
COc1cc(C(=O)Oc2ccccc2/C=N/NC(=O)c2ccc(C)cc2)cc(OC)c1OC	-2	-13	-2	5	0.5	3	-1.2	4	-15
O=C(CCN1C(=O)c2ccccc2C1=O)NC(=S)Nc1ccccc1	-8	-2	5	2	0.2	3	0.2	-3	-12
Cc1ccccc1CSCCNC(=O)c1ccc(N(C)S(=O)(=O)c2ccccc2)cc1	-4	-7	-2	13	2.3	12	3.0	-3	-13
CC1CCN(S(=O)(=O)c2ccc3[nH]c(=O)c(=O)[nH]c3c2)CC1	-5	-3	8	3	1.5	14	0.2	-8	-9
CCOC(=O)CN1CC23C=CC(O2)C(C(=O)Nc2ccc(OCC)cc2)C3C1=O (stereo not drawn)	-2	-6	5	-9	0.6	0	-0.7	-3	1
COc1cc2[nH]c(=O)n(CCCCCC(=O)N3CCN(c4ccccn4)CC3)c(=O)c2cc1OC	-6	6	6	19	-0.3	10	0.2	-4	-7
COC(=O)c1cc(S(=O)(=O)N2CCN(C3CCCCC3)CC2)c[nH]1	-10	-4	-11	x	4.2	x	0.7	2	-8
CCCCn1c(N)c(N(CCOC)C(=O)COC(=O)C(C)Oc2ccc(Cl)cc2)c(=O)[nH]c1=O (stereo not drawn)	-3	5	5	-28	0.0	2	0.6	-4	1
Cc1cc(C)c2nc(SCC(=O)Nc3ccccc3N3CCOCC3)c(C#N)cc2c1	-1	-8	9	6	-0.4	2	-0.5	3	-26
CCOc1ccccc1Nc1ncccc1C(=O)O	-5	-4	11	-1	0.4	2	-0.3	-7	4
Nc1nc(SCc2ccccn2)c2ncn(C3OC(CO)C(O)C3O)c2n1 (stereo not drawn)	0	x	4	-2	x	0	x	-3	x
O=C(Nc1ccc(N2CCOCC2)cc1)C1CCCCC1	-2	-5	-5	9	1.2	4	4.0	12	-8
CCn1c(N)c(C(=O)NCCCOC)sc1=S	-4	2	3	8	0.9	-2	0.3	-6	-11
CC(=O)Nc1ccc(CN(C)c2c(C)nc3ccc(C(=O)Nc4ccc(Cl)c(Cl)c4)cn23)cc1	-7	x	-8	27	x	6	x	8	x
CSc1c(-c2ccccn2)c(N)nn1C(=O)C1CCC1	-3	1	1	-66	-0.2	21	-1.9	-2	-15
